USP17 block – inhibitors of human USP17 deubiquitinase | Ubiquitin carboxyl-terminal hydrolase 17-like protein 5 (Homo sapiens), A8MUK1 | purified USP17, Ub-rhodamine cleavage fluorescence, 3 h | inhibition, % at 50 µM | 6.5% of 47,000 active
USP28 inh – inhibitors of human USP28 deubiquitinase; Ubiquitin carboxyl-terminal hydrolase 28 (Homo sapiens), Q96RU2; purified USP28, Ub-rhodamine cleavage fluorescence, 30 min; inhibition, % at 25 µM; 3% of 47,000 active; AID 1645857, 2021
USP8 inh – inhibitors of human USP8 deubiquitinase | Ubiquitin carboxyl-terminal hydrolase 8 (Homo sapiens), P40818 | purified USP8, Ub-rhodamine cleavage fluorescence, 30 min | inhibition, % at 20 µM | 4.2% of 47,000 active
OTUD3 block – inhibitors of human OTUD3 deubiquitinase; OTU domain-containing protein 3 (Homo sapiens), Q5T2D3; purified OTUD3, Ub-rhodamine fluorescence, 2 h; inhibition, % at 25 µM; 0.7% of 47,000 active
UCHL1 inh – inhibitors of human UCHL1 deubiquitinase; Ubiquitin carboxyl-terminal hydrolase isozyme L1 (Homo sapiens), P09936; purified UCHL1, Ub-rhodamine cleavage fluorescence; inhibition, % at 20 µM; 0.2% of 47,000 active; AID 1645859, 2021
Target sequence (P09936 whole entry, looked up): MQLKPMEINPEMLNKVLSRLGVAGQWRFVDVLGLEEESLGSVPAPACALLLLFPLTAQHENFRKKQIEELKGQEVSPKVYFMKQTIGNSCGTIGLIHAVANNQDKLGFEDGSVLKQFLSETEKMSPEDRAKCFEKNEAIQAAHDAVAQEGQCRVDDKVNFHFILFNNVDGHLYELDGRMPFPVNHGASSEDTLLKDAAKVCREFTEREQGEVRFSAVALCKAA
USP30 inh – inhibitors of human USP30 deubiquitinase; purified USP30, Ub-rhodamine cleavage fluorescence; inhibition, % at 25 µM; 5.3% of 47,000 active
USP10 block – inhibitors of human USP10 deubiquitinase; AID 1645856, 2021; Ubiquitin carboxyl-terminal hydrolase 10 (Homo sapiens), Q14694; purified USP10, Ub-rhodamine fluorescence, 60 min; inhibition, % at 20 µM; 1.1% of 47,000 active
Target sequence (Q14694 whole entry, looked up): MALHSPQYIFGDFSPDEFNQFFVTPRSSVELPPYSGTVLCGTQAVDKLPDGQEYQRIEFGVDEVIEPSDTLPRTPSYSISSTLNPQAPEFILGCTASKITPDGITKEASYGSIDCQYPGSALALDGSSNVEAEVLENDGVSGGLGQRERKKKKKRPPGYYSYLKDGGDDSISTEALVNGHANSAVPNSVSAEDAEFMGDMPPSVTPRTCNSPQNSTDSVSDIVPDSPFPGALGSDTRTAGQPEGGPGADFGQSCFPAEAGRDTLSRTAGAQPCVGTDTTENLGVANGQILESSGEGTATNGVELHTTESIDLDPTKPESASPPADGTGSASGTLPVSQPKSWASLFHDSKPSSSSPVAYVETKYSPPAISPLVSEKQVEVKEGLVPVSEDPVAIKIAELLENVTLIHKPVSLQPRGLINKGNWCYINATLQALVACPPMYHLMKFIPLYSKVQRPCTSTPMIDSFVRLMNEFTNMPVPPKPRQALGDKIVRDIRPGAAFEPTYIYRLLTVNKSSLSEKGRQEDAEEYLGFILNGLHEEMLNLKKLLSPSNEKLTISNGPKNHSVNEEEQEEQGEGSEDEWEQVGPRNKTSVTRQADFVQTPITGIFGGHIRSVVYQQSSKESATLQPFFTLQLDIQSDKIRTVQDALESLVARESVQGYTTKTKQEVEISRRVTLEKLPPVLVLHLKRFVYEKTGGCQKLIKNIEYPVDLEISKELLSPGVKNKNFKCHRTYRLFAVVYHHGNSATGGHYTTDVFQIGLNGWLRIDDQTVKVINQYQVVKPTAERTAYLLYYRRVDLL
USP7 inh – inhibitors of human USP7 deubiquitinase; Ubiquitin carboxyl-terminal hydrolase 7 (Homo sapiens), Q93009; purified USP7, Ub-rhodamine cleavage fluorescence; inhibition, % at 20 µM; 0.3% of 47,000 active
An asterisk follows results filed as active; . = not tested or not shown. Rule as the data show it: active = inhibition above about 30%; inactive = the rest. Random draw from the library; 14% or so of the library scored in one or more.

item | Structure | USP17 block | USP28 inh | USP8 inh | OTUD3 block
1 | COc1cc(-c2cc3nc(Nc4ccc(F)c(Cl)c4)ccn3n2)cc(OC)c1OC | 12 | 0 | 6 | -3
2 | O=c1[nH]c(=O)n(Cc2ccco2)c2c1CN(C1CCCC1)CN2 | . | -9 | -13 | -11
3 | Cc1ccc(C(=O)Nc2ncc(Cl)cn2)cc1 | -10 | -11 | -8 | -3
4 | COc1ccc(CN2CC[C@@H]3[C@H]2C(=O)NC[C@H](CCC(=O)NCc2ccco2)N3C)cc1 | -7 | -3 | -6 | -11
5 | Cc1nc(C2CCCCN2)nc2c1CCC(=O)N2CCc1ccccc1 (stereo not drawn) | 5 | 3 | -1 | 7
6 | CCc1ccc(-c2cc(C(=O)NCc3ccccc3OC)c3cc(Br)ccc3n2)cc1 | 14 | 0 | -5 | 13
7 | COc1ccc(NC(=O)N(C2=NCCC2)c2cccc(C)c2C)cc1 | 0 | 14 | 3 | 7
8 | Cc1ccc(S(=O)(=O)N[C@@H](Cc2ccccc2)C(=O)N2CCC(C(=O)N[C@H](C(=O)O)C(C)C)CC2)cc1 | 5 | 3 | 7 | 7
9 | CC(C)N1CC=CCC(C2CCNCC2)C1=O (stereo not drawn) | -46 | -21 | -12 | -11
10 | CCS(=O)(=O)NCCc1csc(-c2ccc(OC)c(OC)c2)n1 | -5 | 0 | 1 | -7
11 | CC(NC(=O)Cn1cnc2ccccc2c1=O)c1ccc(Cl)cc1Cl (stereo not drawn) | 20 | -5 | 0 | -1
12 | COC(=O)[C@@H]1C[C@@H](OC(=O)c2ccccc2)CN1 | 12 | 5 | -2 | 14
13 | Cc1ccccc1NC(=O)Cc1nc(-c2cccc3ccccc23)cs1 | 47* | 14 | 73* | 0
14 | Cc1cc(-c2ccc(S(=O)(=O)NCc3ccccn3)s2)on1 | -13 | -7 | 1 | -1
15 | COc1ccc2cc(CN(Cc3ccccc3)S(=O)(=O)c3cccc(C(F)(F)F)c3)c(=O)[nH]c2c1 | 2 | -9 | -3 | 0

item | UCHL1 inh | USP30 inh | USP10 block | USP7 inh
1 | 3 | -9 | -5 | 5
2 | 1 | -16 | -2 | 0
3 | 0 | -3 | -1 | 1
4 | -6 | -14 | -2 | -4
5 | 0 | 18 | 0 | 1
6 | 0 | -27 | -2 | 4
7 | 11 | 19 | 8 | 10
8 | 1 | 18 | 1 | -3
9 | -4 | -47 | -5 | -2
10 | 0 | -9 | 0 | 1
11 | -3 | 7 | -2 | -16
12 | 2 | 18 | -1 | 3
13 | -2 | 17 | 0 | -3
14 | 1 | -12 | 0 | 0
15 | -2 | 7 | 0 | 2

(listing goes on)
item | Structure | USP17 block | USP28 inh | USP8 inh | OTUD3 block
16 | Cc1ccccc1NC(=O)COC(=O)c1cc2ccccc2cc1O | -4 | -3 | 23 | -3
17 | O=C(CN1CCN(Cc2ccc3c(c2)CCO3)CC1)c1c[nH]c2ccccc12 | -19 | -31 | -6 | -21
18 | Cc1cc(C(=O)N2CCC(c3nc(-c4ccncc4)no3)C2)n[nH]1 (stereo not drawn) | 13 | 11 | 14 | 11
19 | O=C1CC(C(=O)Nc2ccc3c(c2)OCCO3)N=C(Nc2ccccc2)N1 (stereo not drawn) | -1 | 4 | -11 | 4
20 | Cn1c(=O)c2cc(S(=O)(=O)Nc3cccc4c3CCCC4)ccc2n(C)c1=O | -19 | 2 | -8 | -9
21 | O=S(=O)(c1ccc(F)c(F)c1)N1CCCCC1c1nnc(-c2cccnc2)o1 (stereo not drawn) | -3 | -13 | -9 | -10
22 | O=C1c2oc3ccc(Br)cc3c(=O)c2C(c2ccncc2)N1Cc1ccccc1 (stereo not drawn) | 2 | -5 | -2 | 1
23 | O=C(Nc1ccc2c(c1)OCCO2)c1cc(-c2ccccn2)nc2ccccc12 | 2 | -11 | 6 | -6
24 | O=S(=O)(Nc1ccccc1Cl)c1ccc(N2CCCCS2(=O)=O)cc1 | -3 | -3 | 3 | 1
25 | O=C(Cc1ccccc1F)N1CCC(Nc2ncnc3c2CCC3)C1 (stereo not drawn) | -10 | -10 | 8 | -15
26 | CCCCCCCCCC1CC(=O)NCC(=O)NC(C(C)C)C(=O)NC(CC(C)C)C(=O)NC(C)C(=O)NC(C(C)C)C(=O)O1 (stereo not drawn) | 3 | 7 | 2 | 5
27 | Cc1ccc(C(=O)NCCC(=O)N2CCC3(CC2)NCCc2[nH]cnc23)cc1 | 1 | -4 | 12 | -4
28 | CCOc1ccc(CC(=O)Nc2cc(N3CCCS3(=O)=O)ccc2C)cc1 | 8 | 14 | 2 | 11
29 | O=C1CC(c2ccccc2)Cc2nc(N3CCc4ccccc4C3)ncc21 (stereo not drawn) | 9 | 0 | 8 | 0
30 | O=C(Nc1cccc(C(F)(F)F)c1)c1nn(C2CCS(=O)(=O)C2)c2c1CCCC2 (stereo not drawn) | 10 | 1 | -1 | 2

item | UCHL1 inh | USP30 inh | USP10 block | USP7 inh
16 | -3 | -27 | 6 | 6
17 | -11 | -48 | -9 | -12
18 | 0 | 22 | 3 | 4
19 | 0 | 9 | -1 | 2
20 | 0 | -16 | 0 | -5
21 | -1 | -9 | 0 | -1
22 | 0 | 8 | 0 | 4
23 | -2 | -27 | -1 | 0
24 | -3 | 6 | 1 | 5
25 | -2 | -25 | 0 | -3
26 | 0 | 0 | 1 | 4
27 | -2 | -2 | 1 | 0
28 | -1 | 43* | 8 | 2
29 | 5 | -2 | 9 | -9
30 | 0 | 31* | -2 | 0

2 of the compounds above, with two lines to a compound.
Each structure is followed by: USP17 block	USP28 inh	USP8 inh	OTUD3 block	UCHL1 inh	USP30 inh	USP10 block	USP7 inh
#28 CCOc1ccc(CC(=O)Nc2cc(N3CCCS3(=O)=O)ccc2C)cc1
    8	14	2	11	-1	43*	8	2
#29 O=C1CC(c2ccccc2)Cc2nc(N3CCc4ccccc4C3)ncc21 (stereo not drawn)
    9	0	8	0	5	-2	9	-9

Later entries.
item | Structure | USP17 block | USP28 inh | USP8 inh | OTUD3 block
31 | O=C(CCC(=O)N(CC(=O)NC1CCCCC1)c1ccc(F)c(Cl)c1)Nc1ccccn1 | 6 | 2 | 3 | 6
32 | O=C(NCCCN1CCN(c2ccc(F)cc2)CC1)C1CCCN(S(=O)(=O)N2CCCCCC2)C1 (stereo not drawn) | . | 2 | -1 | 1
33 | Cc1cc(N2CCN(C)CC2)n2nc(CN3CCCC(C)C3)nc2n1 (stereo not drawn) | -9 | -20 | -2 | -9
34 | CSCC[C@H](NC(=O)N1CCn2c1nc1ccccc12)C(=O)N[C@H](Cc1ccccc1)C(=O)O | 1 | -6 | 0 | -8
35 | COc1ccc(CN2CNc3c(c(=O)n(C)c(=O)n3C)C2)cc1 | 0 | -3 | -37 | 2
36 | COc1ccc(C2CC(=O)Nc3nc(-c4ccccc4)[nH]c(=O)c32)cc1OC (stereo not drawn) | 18 | -3 | 16 | 1
37 | Cc1nccn1-c1cccc(C2CCN(CC(N)=O)CC2)n1 | -35 | 5 | -202 | 6
38 | Cc1cccc(Nc2cc(C)nc(C3CN(c4cnccn4)C3)n2)n1 | 3 | 3 | 12 | 13
39 | O=S(=O)(c1ccc(F)cc1)N1CCc2cc3ccccc3nc21 | 21 | . | -6 | -1
40 | CC(=O)c1ccc(NC(=O)CCc2c(C)nn3cnnc3c2C)cc1 | -4 | -8 | -5 | -5
41 | O=C(O)CCC(=O)N1C[C@@H]2OCC(=O)N(Cc3ccccc3)[C@@H]2C1 | -10 | -10 | -8 | -8
42 | c1nc2nc3c(c(N4CCCCC4)n2n1)CCC3 | -6 | 8 | 3 | 6
43 | CN1[C@@H](CCC(=O)Nc2ccccc2)CNC(=O)[C@H]2NCC[C@H]21 | 9 | 14 | 18 | 14
44 | COc1ccc(CCNCc2cc3c(C)nn(-c4ccc(Cl)cc4)c3[nH]c2=O)cc1OC | 29 | 9 | 78* | 6
45 | O=C(Nc1nc2c(s1)CN(Cc1ccccc1)C2=O)Nc1ccccc1F | -2 | -5 | 3 | -2

item | UCHL1 inh | USP30 inh | USP10 block | USP7 inh
31 | 0 | 4 | -1 | -6
32 | 3 | 13 | -5 | -1
33 | -3 | -49 | -3 | -1
34 | -5 | -4 | 0 | -2
35 | 0 | 6 | 0 | 4
36 | 2 | -7 | -1 | 4
37 | 1 | 2 | 0 | 1
38 | 3 | 11 | 0 | -4
39 | 0 | . | -3 | -3
40 | 1 | 6 | 0 | 3
41 | -2 | -19 | -2 | 0
42 | 1 | 21 | 1 | 0
43 | 1 | 6 | 1 | 5
44 | 0 | -33 | -1 | 5
45 | -4 | 13 | 5 | 4

Next results.
item | Structure | USP17 block | USP28 inh | USP8 inh | OTUD3 block
46 | CC(=O)Nc1ccc(S(=O)(=O)NCCSc2ccc(C)cc2)cc1 | -12 | -6 | 3 | -10
47 | CCN1C(=O)[C@H]2CN(C(C)=O)C[C@H]2C12CCN(S(=O)(=O)c1ccc(C)cc1)CC2 | -3 | 1 | -56 | 6
48 | CC1CCN(c2ccc3nnc(CCC(=O)NCCN4CCOCC4)n3n2)CC1 | 13 | 9 | 23 | 15
49 | Cc1cccc(C)c1OCC(=O)Nc1ccc2c(c1)NC(=O)C(C)O2 (stereo not drawn) | -10 | -1 | -17 | -8
50 | COc1ccc(CN2C(=O)C(CC(=O)Nc3ccc(C)cc3)n3c2nc2ccccc23)cc1 (stereo not drawn) | 2 | 0 | 3 | 0
51 | O=C(NCc1ccncc1)c1nc(-c2ccc3[nH]ccc3c2)no1 | 2 | 5 | 2 | 1
52 | Cc1noc(C)c1-c1ccc(S(=O)(=O)Nc2ccccc2)cc1 | 8 | 12 | 29 | 7
53 | Cc1oc(-c2ccccc2F)nc1CS(=O)(=O)CC(=O)NCc1ccccc1Cl | 46* | 10 | 8 | 16
54 | O=C(NCc1cccnc1)c1c[nH]c2ccc(S(=O)(=O)Nc3cccc(C(F)(F)F)c3)cc2c1=O | -49 | -12 | -118 | -8

item | UCHL1 inh | USP30 inh | USP10 block | USP7 inh
46 | -1 | -2 | 3 | -2
47 | 1 | 9 | 0 | 7
48 | 1 | 17 | -2 | 2
49 | 3 | -9 | 2 | -5
50 | 6 | -3 | 3 | 1
51 | 0 | 1 | -1 | -3
52 | 2 | 30* | 3 | -27
53 | 2 | 26 | 21 | -5
54 | 2 | -85 | 10 | -13

Given in transposed form: part of the list above.
(40) CC(=O)c1ccc(NC(=O)CCc2c(C)nn3cnnc3c2C)cc1
(41) O=C(O)CCC(=O)N1C[C@@H]2OCC(=O)N(Cc3ccccc3)[C@@H]2C1
(42) c1nc2nc3c(c(N4CCCCC4)n2n1)CCC3
(43) CN1[C@@H](CCC(=O)Nc2ccccc2)CNC(=O)[C@H]2NCC[C@H]21
(44) COc1ccc(CCNCc2cc3c(C)nn(-c4ccc(Cl)cc4)c3[nH]c2=O)cc1OC
(45) O=C(Nc1nc2c(s1)CN(Cc1ccccc1)C2=O)Nc1ccccc1F
(46) CC(=O)Nc1ccc(S(=O)(=O)NCCSc2ccc(C)cc2)cc1
(47) CCN1C(=O)[C@H]2CN(C(C)=O)C[C@H]2C12CCN(S(=O)(=O)c1ccc(C)cc1)CC2
(48) CC1CCN(c2ccc3nnc(CCC(=O)NCCN4CCOCC4)n3n2)CC1
(49) Cc1cccc(C)c1OCC(=O)Nc1ccc2c(c1)NC(=O)C(C)O2 (stereo not drawn)

assay / entry | 40 | 41 | 42 | 43 | 44 | 45 | 46 | 47 | 48 | 49
USP17 block | -4 | -10 | -6 | 9 | 29 | -2 | -12 | -3 | 13 | -10
USP28 inh | -8 | -10 | 8 | 14 | 9 | -5 | -6 | 1 | 9 | -1
USP8 inh | -5 | -8 | 3 | 18 | 78* | 3 | 3 | -56 | 23 | -17
OTUD3 block | -5 | -8 | 6 | 14 | 6 | -2 | -10 | 6 | 15 | -8
UCHL1 inh | 1 | -2 | 1 | 1 | 0 | -4 | -1 | 1 | 1 | 3
USP30 inh | 6 | -19 | 21 | 6 | -33 | 13 | -2 | 9 | 17 | -9
USP10 block | 0 | -2 | 1 | 1 | -1 | 5 | 3 | 0 | -2 | 2
USP7 inh | 3 | 0 | 0 | 5 | 5 | 4 | -2 | 7 | 2 | -5

(50) COc1ccc(CN2C(=O)C(CC(=O)Nc3ccc(C)cc3)n3c2nc2ccccc23)cc1 (stereo not drawn)
(51) O=C(NCc1ccncc1)c1nc(-c2ccc3[nH]ccc3c2)no1

assay / entry | 50 | 51
USP17 block | 2 | 2
USP28 inh | 0 | 5
USP8 inh | 3 | 2
OTUD3 block | 0 | 1
UCHL1 inh | 6 | 0
USP30 inh | -3 | 1
USP10 block | 3 | -1
USP7 inh | 1 | -3
